Screens: PubChem, Sanford-Burnham Center for Chemical Genomics
SENP7 inh = SENP7 protease inhibition. Q9BQF6. recombinant SENP7, Z-RLRGG-aminoluciferin luminescence, 40 min. inhibition, % at 5 µM. actives 1.5% (n = 330,000);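 active means inhibition above about 50% at the single test dose, limit read from the data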;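 further: plate controls were DMSO with enzyme for no effect and no enzyme buffer wells for full effect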
Target sequence (Q9BQF6 706-1050 limits assumed): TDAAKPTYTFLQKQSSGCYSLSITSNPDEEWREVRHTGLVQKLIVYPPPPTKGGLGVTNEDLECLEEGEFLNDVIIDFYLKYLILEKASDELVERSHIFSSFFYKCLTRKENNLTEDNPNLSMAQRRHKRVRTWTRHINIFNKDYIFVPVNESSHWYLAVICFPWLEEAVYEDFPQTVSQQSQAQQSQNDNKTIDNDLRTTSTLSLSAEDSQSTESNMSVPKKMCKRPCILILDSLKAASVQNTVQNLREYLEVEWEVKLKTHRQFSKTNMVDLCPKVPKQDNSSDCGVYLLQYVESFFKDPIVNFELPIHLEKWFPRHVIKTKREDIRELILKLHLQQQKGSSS
Apaf1 inhib = human Apaf-1 inhibition. O14727. reconstituted apoptosome caspase-3 activity, DEVD-Rh110 fluorescence. inhibition, % at 20 µM. actives 0.71% (n = 330,000); active means inhibition of at least 40% at 20 µM;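 further: plate controls were DMSO wells for no effect and DEVD-CHO caspase inhibitor wells for full effect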
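Medium: Hepes buffer, pH 7.5 / System: biochemical Apaf-1 apoptosome reconstitution / Measured by: Rh110 fluorescence, excitation 480 nm, emission 540 nm / Times: compound with Apaf-1, dATP, procaspase-3 30 min, then 50 min reaction, room temperature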
HKDC1 inhibitor = HKDC1 (human) hexokinase inhibition | Q2TB90 | actives 0.16% (n = 340,000) | recombinant HKDC1, G6PDH/diaphorase resazurin coupled fluorescence | inhibition, % at 20 µM;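 active means inhibition above about 35% when tested at 20 µM, limit read from the data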;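 further: plate controls were DMSO wells with enzyme for no effect and DMSO wells lacking enzyme for full effect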
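Test system: recombinant HKDC1 (HK5) hexokinase enzyme, produced in-house; Amount: enzyme 5 µg/mL final; Buffer or medium: Tris pH 8.0 buffer with MgCl2, Tween-20, BSA, BME; Reagent: glucose and ATP substrates; Doses: 20 µM test compound, 1% DMSO; Incubation: 90 min reaction incubation at room temperature, dark; Detection: resorufin fluorescence at 613 nm.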
SENP8 block-1 = blocks the human protease SENP8 | Q96LD8 | purified SENP8, Z-RLRGG-aminoluciferin cleavage, luminescence | inhibition, % at 10 µM | actives 1.2% (n = 330,000) | AID 2540; in the data active means inhibition above about 50%
Target sequence (Q96LD8 whole entry, looked up): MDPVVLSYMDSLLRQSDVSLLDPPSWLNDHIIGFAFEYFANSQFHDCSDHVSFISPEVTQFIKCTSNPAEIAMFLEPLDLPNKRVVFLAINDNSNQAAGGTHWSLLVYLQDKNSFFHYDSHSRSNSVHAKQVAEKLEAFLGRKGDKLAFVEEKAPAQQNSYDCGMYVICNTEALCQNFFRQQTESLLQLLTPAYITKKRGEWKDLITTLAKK
PfG6PD inh = PfG6PD (Plasmodium falciparum) enzyme inhibition | PfGluPho enzyme, NADPH resazurin-diaphorase fluorescence | actives 0.78% (n = 350,000) | inhibition, % at 20 µM;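 active means inhibition reaching at least a set limit at 20 µM in the primary screen, cut at about 59% in these data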;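 further: 0% = DMSO wells with substrate and 100% = DMSO wells lacking glucose-6-phosphate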
SENP8 block-2 = blocks human SENP8 cleavage of Nedd8 substrate; Q96LD8; recombinant SENP8, Nedd8 substrate fluorescence; inhibition, % at 20 µM; actives 0.64% (n = 360,000); AID 602440; in the data active means inhibition mostly above about 40%, no sharp cut-off; inactive means mostly below about 27%
SENP1 inh = SENP1 (human) catalytic domain inhibition; recombinant SENP1 catalytic domain, CyPet-SUMO1-YPet FRET cleavage; inhibition, % at 10 µM; actives 0.21% (n = 360,000); AID 624204;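 active means inhibition at least 30% at 10 µM, raw YFP signal under a set limit, fluorescence ratio 0.5 to 1.5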;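 further: 0% = enzyme with DMSO and 100% = no enzyme wells; some results filed as inactive read as strong as hits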
Target sequence (Q9P0U3 419-644 limits assumed): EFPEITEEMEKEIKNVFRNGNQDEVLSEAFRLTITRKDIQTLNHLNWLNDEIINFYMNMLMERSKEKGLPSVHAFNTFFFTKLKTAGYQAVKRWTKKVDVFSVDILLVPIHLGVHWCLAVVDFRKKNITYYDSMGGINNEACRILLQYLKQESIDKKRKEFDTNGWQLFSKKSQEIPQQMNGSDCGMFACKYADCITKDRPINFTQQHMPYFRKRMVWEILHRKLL
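Material – human SENP1 catalytic domain · Input – SENP1 enzyme, 20 pM final · Compound dosing – single concentration of 10 µM compound, 0.5% DMSO final · Timing – enzyme reaction for 50 min at room temperature, dark · Measured by – FRET fluorescence in CFP and YFP emission channels · Control set – no-enzyme wells low, DMSO-plus-enzyme wells high control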
SENP6 inh = blocks the human protease SENP6. Q9GZR1. Recombinant SENP6 catalytic domain, aminoluciferin luminescence. inhibition, % at 10 µM. actives 1.8% (n = 330,000). AID 2599;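 active means inhibition above about 50% at the single tested dose, limit read from the data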;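 further: plate controls were DMSO wells with enzyme for no effect and DMSO wells lacking enzyme for full effect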
The depositor's hits bear a star; x = not tested or not shown.

compound,SENP7 inh,Apaf1 inhib,HKDC1 inhibitor,SENP8 block-1,PfG6PD inh,SENP8 block-2,SENP1 inh,SENP6 inh
CCC1CCCCN1CCNC(=O)CNS(=O)(=O)c1ccc2nc(C)sc2c1 (stereo not drawn),1,-4,0,-3,3,9,-7,11
CN(CC(=O)N1CCCC1)S(=O)(=O)c1cccc(Cl)c1,4,6,-4,3,-22,8,0,-26
O=C(CSc1nnc(CNC(=O)c2ccco2)o1)Nc1cccc(F)c1,-4,0,-1,6,8,18,0,-9
COc1ccccc1NC(=O)C(=O)/C=C(\O)c1ccccc1,6,-1,3,0,-13,14,0,5
Nc1ncc(-c2ccccc2)c(-c2ccc(O)cc2O)n1,-13,6,-1,-9,13,7,-13,-6
CN(C)C(=O)C1(c2ccccc2)CCN(S(=O)(=O)c2ccccc2)CC1,-7,13,2,-14,3,-22,3,-8
CCOC(=O)N1CCN(S(=O)(=O)c2ccc3c(c2)SCC(=O)N3)CC1,-11,7,4,4,-9,15,1,0
Cc1cccc(C)c1NC(=O)CN(C)C(=O)c1ccccc1SCC(=O)N1CCCC1,7,42*,0,-7,-4,0,2,6
O=C(N/N=C/c1cc(O)ccc1Br)c1cccnc1,0,-15,-30,-5,-24,5,-26,13
CN(C)S(=O)(=O)c1ccc(-n2cccc2)cc1,7,4,4,4,-6,8,1,-12
CC(=O)Nc1ccc(C2=NN(c3ccccc3)C(c3cccs3)C2)cc1 (stereo not drawn),0,-6,-2,-9,-2,-403,-30,7
CC(C)c1ccc(-c2csc3ncnc(N4CCN(C)CC4)c23)cc1,-7,14,1,2,-8,17,-2,-15
CC(C(=O)NC(N)=O)N1C(=O)NC(c2ccccc2)(c2ccccc2)C1=O (stereo not drawn),1,10,6,-6,-24,12,-1,-9
O=C(OCCC1Oc2cccnc2NC1=O)c1ccc(F)cc1 (stereo not drawn),-5,6,-3,-8,-5,19,1,-10
O=C(Cn1[nH]c(=O)c2ccccc2c1=O)OCC(=O)N1CCCc2ccccc21,-7,7,2,1,9,0,-1,-10
COCC(=O)Nc1ccc(C(N)=O)cc1,0,-12,-6,-9,-10,17,1,-4
Cc1cc(=O)n2c(C(=O)Nc3ccc(C(=O)OC(C)C)cc3)c(C(=O)Nc3ccccc3)sc2n1,0,-3,-3,-6,16,9,4,-6
Cc1ccc(-n2ncc3c2CC(C)(C)CC3NC(=O)CN2CCCC2=O)cc1 (stereo not drawn),2,7,1,3,-20,8,1,1
O=C(CC(=O)N/N=C\c1cccc(Cl)c1Cl)NCc1ccccc1,3,-4,1,-7,9,7,0,-18
COc1ccc2[nH]c(C(=O)O)c(CCNC(C)=O)c2c1,2,-6,-3,-1,-6,-276,2,11
N/C(=N\OC(=O)c1cc(-c2ccccc2)nc2ccccc12)c1cccnc1,0,8,-9,-7,-1,-119,2,1
CCCN(CCC)C1=N/C(=C\c2ccco2)C(=O)N1c1ccccc1,7,18,3,8,9,-457,-43,0
CC1(OC(=O)CCc2ccccc2)C(=O)C=C2C=C3CCCN3C=C2C1=O (stereo not drawn),5,37,14,7,41,55*,-12,8
COCC(C)n1c(SCC(=O)c2cc(C)n(C)c2C)nc2ccccc2c1=O (stereo not drawn),-6,5,1,-7,5,14,-1,6
O=C(Nc1ccc(Br)cc1)c1cccc(N2C(=O)C3C4CCC(C4)C3C2=O)c1 (stereo not drawn),3,11,-2,-9,7,13,1,-22
CCC(C)(C)NC(=O)C(C(C)C)N(CC1CCCO1)C(=O)CNS(=O)(=O)c1ccc(F)cc1 (stereo not drawn),3,-5,0,3,6,8,2,-32
O=C(NC1CCCc2ccccc21)C1CCN(S(=O)(=O)c2cccc3nonc23)CC1 (stereo not drawn),-1,5,3,-7,-15,11,2,-1
COc1ccccc1NC(=S)NCCc1ccc(S(N)(=O)=O)cc1,3,-9,-2,-2,9,5,1,4
Cc1ccc(C(=O)Nc2cccc(C(F)(F)F)c2)cc1NC(=O)c1[nH]cnc1C(N)=O,-6,-2,-4,8,4,19,2,-3
Cc1cccnc1NC(=O)c1ccc(Cl)c(S(=O)(=O)N2CCCCC2)c1,6,9,2,1,-3,-2,0,5
CN(C)S(=O)(=O)c1cccc(C(=O)NC(=S)N(CCC#N)Cc2cccnc2)c1,-11,-2,-4,-8,-7,-12,-1,-8
Cc1ccc2c(c1)cc(CN(Cc1ccc3c(c1)OCO3)S(=O)(=O)c1ccccc1)c1nnnn12,-9,19,-1,1,6,12,3,-17
O=c1[nH]c(CSc2nnc(COc3ccccc3)n2-c2ccccc2)nc2ccccc12,-20,0,6,-13,52,-20,-30,0
COc1ccc(-c2nc3ccccc3c(=O)n2CCCN2CCOCC2)cc1,12,0,-5,-6,-3,-5,1,1
CCC(=O)Nc1nc2c(c(=O)[nH]1)CCCC2,-5,2,3,-13,-12,4,1,-3
CCN(CC(=O)Nc1cccc(OC)c1)CC(=O)Nc1ccc(Br)c(C)c1,-7,23,3,-4,19,18,1,-12
CCOc1ccccc1NS(=O)(=O)c1ccc2c(c1)NC(=O)CCS2,5,9,5,-4,-5,7,0,-10
Cc1nonc1NC(=O)CSc1nc2ccccc2o1,1,0,-4,-2,-3,-1,1,-15
COc1ccc(C(C)(C)C)cc1NC(=O)COC(=O)CN1C(=O)NC2(CCCCC2C)C1=O (stereo not drawn),-10,21,-4,-11,16,14,0,-24
O=C(Nc1nc2n(n1)C(c1ccc(Cl)cc1)CC(c1ccc(Cl)cc1)N2)c1ccco1 (stereo not drawn),-4,18,1,2,-37,x,x,-6
Nc1ncnc2nc(SCCc3ccccc3)[nH]c12,9,-5,11,-9,-10,31,2,0
Cc1ccn(CCC(=O)Nc2ccc3c(c2)OCO3)n1,0,-9,2,5,14,7,-3,-3
CCc1ccc(NC(=O)c2cnc3scc(C)n3c2=O)cc1,4,7,-4,-1,8,-141,2,2
CCOC(=O)C1CCN(c2c(NC3CCCCCCC3)c(=O)c2=O)CC1,-7,3,-1,5,-13,18,0,-13
CCc1ccc(NC(=O)CSc2n[nH]c(C)c2[N+](=O)[O-])cc1,1,-22,10,-6,-17,6,-3,-30
CCOC(=O)c1cc(-c2ccncc2)nc2c1c(C)nn2-c1ccccn1,0,19,15,-5,16,-325,0,10
C=CCn1c(SCC(=O)NCc2ccco2)nc2sc(C)c(C)c2c1=O,-6,3,-15,-7,22,10,1,-1
COc1ccc2oc(C(=O)NC(C)(C)C)c(C)c2c1,-4,-12,-1,3,-11,-45,2,-27
O=C(CCCc1nc2ccccc2s1)NC1CCOC1=O (stereo not drawn),4,-12,2,4,15,6,-1,-6
Cc1cc(C)nc(Nc2ccccc2Br)n1,-6,6,-6,-7,-9,24,-3,11
CC(=O)Nc1ccc(NC(=O)c2ccc3c(c2)C(=O)N(c2ccccc2C)C3=O)cc1,4,3,-3,-4,0,15,1,-17
S=C1NCCOCCOCCOCCOCCNC(=S)NCCOCCOCCOCCOCCN1,-10,17,-3,-3,-7,6,2,-7
COc1cccc(NC(=O)N2CCC(NC(=O)C(Cc3ccccc3F)NC(C)=O)CC2)c1 (stereo not drawn),-1,-3,-6,8,8,-4,-4,-5
Cc1cc(C(=O)NNCc2ccccc2)no1,1,-4,-7,4,1,5,0,11
NC(N)=Nc1nc(C2COc3ccccc3O2)cs1 (stereo not drawn),-3,-11,-7,-12,3,2,-8,6
COc1ccc(C(CNC(=O)Cc2c(F)cccc2Cl)N2CCCCC2)cc1 (stereo not drawn),5,-5,-3,6,14,3,-1,16
COCc1cc(=O)n2[nH]c(-c3ccc(C)cc3)cc2n1,3,-8,7,-20,21,-75,1,-10
Cc1ccc(S(=O)(=O)N(CC(=O)Nc2cccnc2)c2ccc(Br)cc2)cc1,0,10,11,2,-9,12,1,-2
Cc1ccc(N=Cc2cc(Cl)cc(Cl)c2O)nc1,5,21,17,-6,4,-93,-26,2
Cc1ccc(S(=O)(=O)Nc2cccc3c2O[C@H](CN(C)C(=O)Nc2ccc(C(F)(F)F)cc2)[C@@H](C)CN([C@H](C)CO)C3=O)cc1,0,19,-1,1,37,12,1,-11

Arranged by value in HKDC1 inhibitor (highest first): some entries from above.
compound,HKDC1 inhibitor
CCN(CC(=O)Nc1cccc(OC)c1)CC(=O)Nc1ccc(Br)c(C)c1,3
COc1ccc(C(CNC(=O)Cc2c(F)cccc2Cl)N2CCCCC2)cc1 (stereo not drawn),-3
CCc1ccc(NC(=O)c2cnc3scc(C)n3c2=O)cc1,-4
Cc1cc(C)nc(Nc2ccccc2Br)n1,-6

Next section
compound,SENP7 inh,Apaf1 inhib,HKDC1 inhibitor,SENP8 block-1,PfG6PD inh,SENP8 block-2,SENP1 inh,SENP6 inh
COc1ccc(-c2csc3ncnc(N4CCN(S(=O)(=O)c5cccs5)CC4)c23)cc1,3,18,1,0,-4,-6,-6,0
O=C(CCCN1C(=O)c2ccccc2C1=O)N1CCCCC1,-3,0,-5,5,-21,16,3,-4
CCCCN(C(=O)CC1CCCC1)c1c(N)n(CC(C)C)c(=O)[nH]c1=O,-7,14,-4,13,-5,2,-29,-18
O=c1[nH]c(SCc2cccc(Cl)c2)nc2[nH]ncc12,-3,5,-5,-3,-5,4,2,-8
Cc1ccc[n+](CC(=O)Nc2ccc(N(C)C)cc2)c1,-13,3,-5,-13,27,14,0,-3
Cc1ccc(NC(=O)CN(C)C(=O)c2cccc(Br)c2)cc1,1,8,-1,-13,0,20,-1,-4
C[C@H](N)C(=O)NC[C@H]1O[C@@H](n2cnc3c(N)ncnc32)[C@H](O)[C@@H]1O,6,7,-2,x,-1,3,0,x
CCc1ccc(S(=O)(=O)NCCc2csc(-c3cccnc3)n2)s1,-1,0,-3,6,12,-6,1,-12
Cc1onc(-c2ccccc2Cl)c1C(=O)NNC(=O)c1cccc(F)c1,7,2,-6,-1,-22,-4,4,-10
CCc1cc2c(NC(Cc3ccccc3)C(=O)O)ncnc2s1 (stereo not drawn),5,2,-2,-11,-15,-6,0,-4
CCOc1ccc(N2C(=O)CC(Sc3nccc(C)n3)C2=O)cc1 (stereo not drawn),10,8,1,6,16,23,1,12
COCc1c(C(=O)N/N=C/c2ccc(C)o2)nnn1-c1nonc1N,8,3,-6,7,4,-42,3,-1
COc1ccccc1NC(=O)c1c(Nc2ccccc2F)sc(C(=O)Nc2cccc(Cl)c2)c1N,8,22,14,1,20,1,-19,-1
CN(c1ccc(OCC(=O)NCCc2ccccc2)cc1)S(=O)(=O)c1ccc(Cl)cc1,10,23,2,-10,-5,9,0,-11
O=S(=O)(c1ccc2c(c1)CCN2)N1CCCC1,5,-10,-5,-3,-5,13,0,-12
O=C(NC1CCCCCC1)C1CCCN1S(=O)(=O)c1cccc2cccnc12 (stereo not drawn),-9,17,-4,-6,0,2,-6,-6
CC(C)(C)c1ccc(OCc2ccc(C(=O)NN)o2)cc1,-2,24,1,2,13,-2,3,-4
